S1P2 agonist – agonists of human S1P2 receptor | activation, % at 4.5 µM | 0.46% of 97,000 active | S1P2-expressing cell line, agonist reporter read-out | O95136 | AID 729; in the data active = activation above about 16%;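 note: 0% = vehicle low control and 100% = maximal reference agonist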
Target sequence (O95136 whole entry, looked up): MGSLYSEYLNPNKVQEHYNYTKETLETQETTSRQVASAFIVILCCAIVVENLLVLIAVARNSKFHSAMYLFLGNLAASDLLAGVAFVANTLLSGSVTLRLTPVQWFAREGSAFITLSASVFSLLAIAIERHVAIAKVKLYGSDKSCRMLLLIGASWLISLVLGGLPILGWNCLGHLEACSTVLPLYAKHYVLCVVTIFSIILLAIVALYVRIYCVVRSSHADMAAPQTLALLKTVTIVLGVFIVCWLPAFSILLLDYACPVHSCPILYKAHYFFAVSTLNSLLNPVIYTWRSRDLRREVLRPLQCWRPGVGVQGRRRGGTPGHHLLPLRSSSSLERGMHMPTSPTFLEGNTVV
H69AR growth 86K – growth inhibitors of human H69AR lung tumor cells. H69AR lung tumor viability, ATP luminescence, 72 h; active compounds read low. viability, % at 10 µM. 6% of 85,000 active;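 active = viability at or below 40%; inactive = viability above 40%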;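 note: multidrug resistant small cell line overexpressing MRP-1 efflux transporter; 100% = mean luminescence of untreated control wells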
PostGolgi ctrl – inhibits growth of the yeast control strain | efflux-deficient yeast background strain, growth absorbance A615, 16 h | inhibition, % at 10 µM | 5% of 98,000 active
hDAT+cocaine – human DAT dopamine uptake with cocaine, either direction | B-score at 10 µM | LLC-PK1 hDAT cells, [14C]-dopamine uptake with cocaine IC80; actives deviate in either direction | 1.3% of 110,000 active | Q01959;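 active = Z score or B-score, a plate-position-corrected score, falls beyond the plate's 99.7% confidence bounds, in either direction; inactive = both scores lie inside the 99.7% bounds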;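 note: scored against the spread of the other compound wells on the same plate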
Target sequence (Q01959 whole entry, looked up): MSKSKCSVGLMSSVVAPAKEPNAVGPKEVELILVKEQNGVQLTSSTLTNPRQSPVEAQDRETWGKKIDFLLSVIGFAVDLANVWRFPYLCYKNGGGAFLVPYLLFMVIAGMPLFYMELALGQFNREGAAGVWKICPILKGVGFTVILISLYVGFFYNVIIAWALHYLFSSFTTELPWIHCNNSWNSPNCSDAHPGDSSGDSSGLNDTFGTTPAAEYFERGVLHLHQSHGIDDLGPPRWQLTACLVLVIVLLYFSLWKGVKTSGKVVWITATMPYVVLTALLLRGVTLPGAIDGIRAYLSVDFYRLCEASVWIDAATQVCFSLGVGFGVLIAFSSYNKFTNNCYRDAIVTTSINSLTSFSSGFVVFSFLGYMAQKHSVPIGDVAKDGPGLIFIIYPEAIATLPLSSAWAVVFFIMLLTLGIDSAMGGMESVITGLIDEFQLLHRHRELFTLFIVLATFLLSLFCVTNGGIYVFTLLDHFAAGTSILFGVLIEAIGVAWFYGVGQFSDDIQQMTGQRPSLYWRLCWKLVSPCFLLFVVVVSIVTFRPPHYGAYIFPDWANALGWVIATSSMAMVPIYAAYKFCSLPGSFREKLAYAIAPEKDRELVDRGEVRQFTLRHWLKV
S1P2 blocker – blocks the human S1P2 receptor. O95136. cell-based S1P2 antagonist assay, inhibition at 5 uM. inhibition, % at 5 µM. 0.21% of 97,000 active. AID 736; in the data active = inhibition above about 45%;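 note: CRE beta-lactamase reporter cells expressing human S1P2 stimulated with S1P; 0% = agonist at EC80 alone and 100% = agonist plus reference antagonist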
HUVEC prolif 384 – human endothelial cell proliferation inhibition; HUVEC proliferation, CellTiter-Glo luminescence, 72 h; active compounds read low; viability, % at 10 µM (by protocol); 1.1% of 86,000 active; AID 648;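 active = viability at or below 30%; inactive = viability above 30%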;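 note: 100% = median luminescence of DMSO-only cell control wells on each plate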
PostGolgi yeast – growth inhibition of a yeast mutant, post-Golgi transport screen; post-Golgi transport phenotypic cell assay; inhibition, % at 10 µM; 0.9% of 98,000 active;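 note: yeast cells grown in 1536-well plates; yeast grown about 18 h at 30C before absorbance read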
E coli WT exp – E. coli BW25113 growth inhibition, expanded screen; OD600 absorbance; growth inhibition, % at 100 µM; AID 710; 0.15% of 98,000 active;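 active = growth inhibition above about 50% at one test dose, limit read from the data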;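 note: growth measured after 20 h incubation at 37 °C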
Fibroblast inh – blocks proliferation of human lung fibroblasts | viability, % at 10 µM | LL 47 human lung fibroblast viability, ATP luminescence; active compounds read low | AID 719 | 1.1% of 85,000 active;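 active = viability at or below 50% in the single dose screen; inactive = viability above 50%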;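 note: compound exposure lasted 72 h before the ATP readout; 100% = median luminescence of untreated cell-only wells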
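Material: Human LL 47 lung fibroblast cells | Input: 1,150 cells/well | Buffer or medium: IMEM plus 15% FBS | Compound dosing: 0.1% DMSO in all compound wells | Times: Overnight cell rest, 72 h compound treatment at 37 °C | Signal: CellTiter-Glo luminescence measuring cellular ATP | Measure: % viability versus median cells-only luminescence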
Starred values were filed as active, the others as inactive; . = no result given; & = joins results of further samples. Cut-off read from the data, not from the text of the source, unless noted: active = inhibition above about 30%; inactive = the rest.

Molecule | S1P2 agonist | H69AR growth 86K | PostGolgi ctrl | hDAT+cocaine | S1P2 blocker | HUVEC prolif 384 | PostGolgi yeast | E coli WT exp | Fibroblast inh
CCCN(CCC)S(=O)(=O)c1ccc(NC(=O)COc2ccccc2)cc1 | -6.6 | 71.1 | 4.2 | 0.341 | -10.3 | 90.0 | -4.7 | -9.0 | 97.7
COCc1cc(C)nc(SCC(=O)Nc2cc3c(cc2C#N)OCO3)c1C#N | -8.4 | 70.7 | -9.5 | 1.04 | -8.0 | 100.6 | 15.6 | -11.0 | 91.1
O=S(=O)(NC1CCc2ccccc21)c1ccc(S(=O)(=O)N2CCCC2)cc1 (configuration not stated) | . | 80.1 | 17.8 | -0.493 | . | 92.9 | 7.4 | -6.0 | 95.6
Cc1nnc(NC(=O)c2c(-c3ccccc3)noc2C)s1 | -1.7 | 108.5 | 0.4 | -0.613 | -3.5 | 100.6 | -25.6 | -6.0 | 105.3
Cn1c(SCC(=O)Nc2ccc(NC(=O)c3cccs3)cc2)nnc1-c1ccncc1 | -0.8 | 98.2 | . | -0.404 | -10.2 | 98.2 | . | . | 94.9
Cc1ccc(C(=O)NCCSC(C)(C)C)cc1 | -5.4 | 94.3 | 10.2 | -1.24 | -2.9 | 100.2 | -0.5 | 5.0 | 106.0
O=C(Nc1ccc(Br)cn1)c1ccc2nccnc2c1 | -5.3 | 33.9* | . | 0.18 | 0.9 | 65.4 | . | . | 87.7
COc1cccc(C(=O)NCC(=O)n2nc(C)cc2C)c1 | -14.1 | 109.5 | -3.2 | -1.44 | 5.6 | 97.6 | 1.5 | 3.0 | 109.1
CCOc1ccc(-c2noc(CCC(=O)O)n2)cc1 | -3.9 | 93.6 | -5.2 | 0.0339 | 7.8 | 95.9 | -1.6 | -6.0 | 104.6
Cc1cccc(CSc2nnc(NC(=O)CSc3nnc(C)s3)s2)c1 | -5.1 | . | 22.5 | 0.272 | 7.8 | . | -0.5 | -11.0 | .
Cc1ccc(Cn2c(C)cc3c(c2=O)C(c2cccs2)C(C#N)=C(N)O3)cc1 (configuration not stated) | -0.8 | . | 1.7 | -0.672 | -5.8 | . | -2.6 | -16.0 | .
CC1=CC(C)(C)N(S(=O)(=O)c2ccc(F)cc2)c2ccc(C)cc21 | -2.3 | 21.7* | 28.9 | -0.94 | -25.4 | 59.9 | -8.3 | -7.0 | 50.9
COc1cc(OC)cc(OCC(O)Cn2cnc3cc(C)c(C)cc32)c1 (configuration not stated) | -6.3 | 60.9 | 6.4 | 1.37 | 5.3 | 91.2 | -1.1 | 3.0 | 92.5
Cc1ccc(Oc2ccc(C(=O)NC3CCSC3=O)cn2)cc1 (configuration not stated) | 0.4 | . | 2.9 | 0.453 | 0.8 | . | -5.5 | 2.0 | .
CCOc1ccc(N(C(=O)Cn2nnc3ccccc32)C(C(=O)NC(C)(C)CC)c2cccn2C)cc1 (configuration not stated) | -6.7 | 87.2 | . | 1.19 | -9.3 | 93.1 | . | . | 93.0
CCOc1ccc(S(=O)(=O)Nc2ccccc2SC)c2cccnc12 | -2.0 | 77.3 | 2.2 | 0.464 | 11.6 | 96.1 | 7.7 | 2.0 | 92.8
CCOC(=O)C1CCCN(CCCc2ccccc2)C1 (configuration not stated) | -4.6&-4.2 | 96.3&82.5 | -9.3&-5.8 | -1.04&1.15 | 13.8&-0.5 | 94.3&92.4 | 0.4&-0.7 | 7.0&-6.0 | 98.9&96.4
CCOC(=O)C(C(=O)Nc1ccccc1C)C1CCCCC1 (configuration not stated) | 1.6 | 100.3 | 3.4 | -0.514 | -9.3 | 87.4 | -4.7 | -4.0 | 93.2
O=c1oc(-c2cccs2)nc2c1cnn2-c1ccccc1 | . | 77.9 | 1.2 | -0.52 | . | 91.5 | 1.8 | -1.0 | 97.8
Cc1cccc2c(-c3ccccc3)cc(=O)[nH]c12 | -5.2 | 111.4 | . | -0.19 | 12.8 | 96.5 | . | . | 100.2
CCCCCOC(=O)CC(C(=O)OCCCCC)N1CCCCC1 (configuration not stated) | -7.3 | 80.0 | . | -0.334 | -12.8 | 89.4 | . | . | 95.7
O=c1[nH]c(CN2CCc3ccccc32)nc2scc(-c3cccs3)c12 | -13.2 | 92.0 | 1.8 | -0.205 | -10.4 | 88.7 | 19.1 | -12.0 | 96.9
COc1cc(NC(=O)c2cc(C)on2)cc(OC)c1OC | -5.8 | 86.3 | 1.6 | 0.469 | -3.9 | 91.2 | -5.9 | 2.0 | 106.4
COc1cccc(-n2nnnc2SCC(=O)NC2CCCC2)c1 | -2.6 | 91.6 | 9.0 | -0.864 | -5.1 | 91.6 | -1.7 | 7.0 | 106.5
CCN(CC)CCCNC(=O)Cc1c(C(=O)O)n(C)c2ccccc12 | -4.0 | 91.6 | 5.0 | -1.3 | 8.4 | 96.8 | -4.2 | 8.0 | 101.4
O=C(NCCc1ccccc1)c1cccs1 | 0.8 | 98.7 | 2.8 | 0.871 | -23.6 | 95.4 | 14.1 | 3.0 | 94.1
COc1ccc(-c2cc(C(N)=O)nc(N3CCCCCC3)n2)cc1 | -2.3 | 78.0 | 0.7 | 0.151 | 2.7 | 94.9 | 2.3 | -5.0 | 101.0
CC1Cc2nc(SCC(=O)N3CCN(c4ccccc4)CC3)n(C)c(=O)c2S1 (configuration not stated) | -3.9 | 82.0 | 12.9 | 0.838 | 13.2 | 86.9 | -12.6 | 8.0 | 101.3
CCOc1ccc(N(CC(=O)NC2CCCC2)S(=O)(=O)c2c(C)[nH]c(=O)[nH]c2=O)cc1 | -2.0 | 96.4 | -0.5 | -0.843 | 1.0 | 99.8 | -5.3 | -4.0 | 99.4
O=c1c2c3c(sc2nc2n1CCCC2)CCC3 | 1.5 | . | 4.7 | -1.1 | 1.5 | . | -7.6 | -1.0 | .

Sorted by formula weight (low to high): three of the compounds above.
Molecule | S1P2 agonist | H69AR growth 86K | PostGolgi ctrl | hDAT+cocaine | S1P2 blocker | HUVEC prolif 384 | PostGolgi yeast | E coli WT exp | Fibroblast inh
COc1cc(NC(=O)c2cc(C)on2)cc(OC)c1OC | -5.8 | 86.3 | 1.6 | 0.469 | -3.9 | 91.2 | -5.9 | 2.0 | 106.4
Cc1ccc(Oc2ccc(C(=O)NC3CCSC3=O)cn2)cc1 (configuration not stated) | 0.4 | . | 2.9 | 0.453 | 0.8 | . | -5.5 | 2.0 | .
CCOc1ccc(S(=O)(=O)Nc2ccccc2SC)c2cccnc12 | -2.0 | 77.3 | 2.2 | 0.464 | 11.6 | 96.1 | 7.7 | 2.0 | 92.8

The list continues.
Molecule | S1P2 agonist | H69AR growth 86K | PostGolgi ctrl | hDAT+cocaine | S1P2 blocker | HUVEC prolif 384 | PostGolgi yeast | E coli WT exp | Fibroblast inh
CC1(C)NC(=O)N(CCOc2ccc3c(c2)CCC3)C1=O | . | 89.3 | 14.2 | 1.05 | . | 100.2 | 21.3 | -5.0 | 99.2
C=COC(=O)CSc1snc(SCC(=O)OC)c1C#N | -6.3 | 99.1 | 2.8 | -1.26 | -0.5 | 77.9 | 11.1 | 4.0 | 93.4
CC(C)(C)c1ccc(S(=O)(=O)NCc2ccc(C(=O)N3CCOCC3)cc2)cc1 | -6.5 | 91.8 | 4.1 | -1.44 | 8.0 | 89.9 | 2.0 | -5.0 | 97.9
Cc1cccc(C)c1NC(=O)Cn1c(CN2CCCCC2)nc2ccccc2c1=O | -3.2 | 68.5 | . | 1.32 | -8.6 | 84.3 | . | . | 93.8
COc1cccc2c(=O)n(CC(=O)N3CCCCCC3)ccc12 | -1.4 | 102.3 | 28.1 | -0.71 | -6.0 | 100.4 | -3.7 | 0.0 | 96.4
O=C(COc1ccc(S(=O)(=O)N2CCCCC2)cc1)NC1CCCCC1 | -2.0 | 84.9 | 4.0 | 0.869 | 7.7 | 102.8 | -4.8 | 1.0 | 104.5
CCNC(=O)c1cc(Br)ccc1Cl | -1.5 | 107.9 | 7.8 | 0.48 | -45.1 | 99.5 | 2.6 | 4.0 | 101.7
COc1ccc(C(=O)Nc2cccc(-c3cnc4ccccc4n3)c2)cc1 | -7.2 | . | 3.3 | 1.23 | 21.0 | . | -2.5 | -10.0 | .
COc1ccc(OC)c(NC(=O)C2CCN(Cc3cnn(-c4ccccc4)c3-n3cccc3)CC2)c1 | -1.2 | 59.4 | -5.2 | -0.196 | -6.7 | 76.3 | 4.0 | -10.0 | 95.1
COc1ccc(N(CC(=O)Nc2cccc(C(F)(F)F)c2)S(C)(=O)=O)cc1 | -2.8 | 103.4 | . | 0.264 | -8.1 | 104.7 | . | . | .
CC(C)NC(=O)c1cc(=O)n(C)c(=O)n1C | -6.7 | 92.8 | -8.0 | -1.23 | -7.1 | 102.8 | -3.8 | -4.0 | 102.2
CC(C)(C)NC(=O)CCN1CCOCC1 | -6.0 | 106.3 | -3.4 | 1.11 | -14.7 | 94.7 | -3.3 | -2.0 | 96.2
COC1(OC)C(=N/O)/C(=N\O)CCC1O (configuration not stated) | -5.3 | 107.5 | 0.6 | 0.0506 | 11.5 | 114.3 | -4.8 | -6.0 | 109.4
C/C(=N\NC(=S)Nc1ccc(F)cc1)C1CC1 | -0.1 | 86.5 | -3.5 | 0.178 | 5.6 | 100.2 | 1.6 | 12.0 | 80.6
N#CCCN(Cc1cccnc1)C(=O)Nc1cccc(Cl)c1 | -4.6 | 90.1 | 24.2 | -0.928 | 8.8 | 94.4 | -0.3 | 3.0 | 100.9
COCCNC(=O)C(c1cccs1)N(C(=O)Cn1nnc2ccccc21)c1ccc2c(c1)OCO2 (configuration not stated) | -2.4 | 93.1 | 3.5 | 0.0526 | -1.8 | 96.8 | 0.7 | -7.0 | 100.4
Cc1ccccc1CN1CCN(CC(=O)NCc2ccccn2)C1=O | -0.7 | 107.0 | -1.7 | 1.78 | 2.9 | 93.9 | 22.8 | 3.0 | 99.0
CCN1C(=O)N(CN2CCOCC2)C2C1N(CN1CCOCC1)C(=O)N2CC (configuration not stated) | . | 110.2 | . | -0.087 | . | 90.9 | . | . | 105.5
COc1cc(Br)cc(CN2CCN(C/C=C/c3ccccc3)CC2)c1O | -0.7 | . | 16.1 | -1.01 | 0.1 | . | 19.4 | 12.0 | .
O=C(Nc1ccc2nc(-c3ccccn3)[nH]c2c1)C1CCCCC1 | -3.9 | 26.1* | 0.4 | 0.474 | 7.1 | 78.0 | 0.5 | 14.0 | 99.4
Cc1ccc(Oc2ccc(NC(=O)Cn3ccsc3=N)cc2)cc1 | -5.0 | . | 1.8 | 2.55 | 22.2 | . | 0.3 | 42.0 | .
Nc1nonc1-c1nc2ccccc2n1Cc1ccc(F)cc1 | -3.1 | 18.4* | -2.0 | -0.103 | 1.2 | 61.9 | -3.9 | -14.0 | 52.3
C=CCN1C(=NC(=O)CC)SC2CS(=O)(=O)CC21 (configuration not stated) | -5.2 | 87.6 | -2.4 | -1.15 | -2.5 | 97.8 | -1.4 | 1.0 | 110.7
COc1cc2c(C(=O)N3CCN(C)CC3)c(C)n(-c3ccccc3)c2cc1Br | 0.5 | 61.8 | 8.8 | 0.661 | 11.7 | 75.4 | 12.8 | -1.0 | 105.7
CC(=O)c1c(C(C)=O)c(C)n(-c2nc(-c3cccs3)c(C)s2)c1C | -3.3 | 80.1 | 1.9 | -0.0545 | -18.2 | 93.5 | -2.9 | 0.0 | 100.5
CCc1nn(-c2ccccc2)c(N)c1-c1ccc(OC)c(OC)c1 | -3.3 | 100.1 | 10.9 | -0.697 | 6.4 | 86.8 | -5.3 | -1.0 | 98.0
CC(C)c1nc(NCC2CCCO2)c(C#N)c2c1COC(C)(C)C2 (configuration not stated) | -2.9 | 72.3 | 17.9 | 1.15 | -7.7 | 99.0 | 2.2 | 4.0 | 83.3
Cc1nc(C)c(C(=O)C2=C(O)C(=O)N(CCN3CCOCC3)C2c2cccs2)s1 (configuration not stated) | -2.2 | 99.3 | 4.3 | -0.174 | -7.2 | 92.1 | -0.8 | -2.0 | 94.7
Cc1ccc(NC(=O)C2CC(c3ccc(F)cc3)=NO2)cc1 (configuration not stated) | -4.4 | 104.7 | 9.7 | 0.0295 | 24.9 | 94.3 | 3.0 | 2.0 | 97.5

Compound activity as filed in PubChem.
